Bioassay records from PubChem BioAssay.
TAG inh: triacylglycerol accumulation inhibition. H9c2 cells, Nile Red lipid (TAG) fluorescence; cells loaded with 200 µM oleic acid. inhibition, % at 12.5 µM. actives 0.66% (n = 230,000);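 active means pattern-corrected inhibition of lipid staining of at least 50% with the nuclear-stain viability signal not falling by more than 50%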;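 further: 0% = DMSO wells and 100% = triacsin C control wells; some results filed as inactive read as strong as hits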
TAG inh DAPI viability: also measured in TAG inh; calls as there; DAPI nuclei signal change (viability), lower = more cytotoxic, %;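 whole-well DAPI fluorescence read on a plate reader as a viability signal; minus 50 percent equals half of cells still viable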
Numbers without * were called inactive. Only part of the results is shown; rates above refer to the full screens.

Each structure is followed by: TAG inh, TAG inh DAPI viability
1. Cn1c(=O)[nH]c(=O)c2c1nc(NCc1ccccc1)n2CCCc1ccccc1
    14, -5
2. O=[N+]([O-])c1cnc(Sc2ccncn2)c([N+](=O)[O-])c1
    -6, -5
3. N#CC1=C(N)Oc2n[nH]c(-c3cccs3)c2C1c1ccsc1 (stereo not given)
    3, -4
4. COc1ccc(OC)c(-c2nc(CN3CCCCC3c3cccnc3)c(C)o2)c1 (stereo not given)
    -56, 6
5. O=C(CC1C(=O)NCCN1Cc1ccccc1C(F)(F)F)NC1CCCC1 (stereo not given)
    0, 6
6. O=C(c1cccc(N2C(=O)c3ccccc3C2=O)c1)N1CCCC(C(F)(F)F)C1 (stereo not given)
    -7, 10
7. CCN(CC)C(=O)c1cccc(-c2csc(C(O)c3ccco3)n2)c1 (stereo not given)
    7, -6
8. COc1cc(-c2cnc3c(NC(C)=O)cc(-c4cccc(C(=O)NCCO)c4)cn23)cc(OC)c1OC
    6, 3
9. Cc1cccc(NC(=S)NNC(=O)c2ccc(O)cc2O)c1C
    9, -5
10. Cc1ccccc1NC(=S)NC(=O)C1CCCCC1
    18, 0
11. O=C(c1cccc([N+](=O)[O-])c1)N1CCCC(C(=O)N2CCCCCC2)C1 (stereo not given)
    -13, -5
12. CC1(C)CC(=O)C(C=Nc2ccc(C(=O)c3ccccc3)cc2N=CC2=C(O)CC(C)(C)CC2=O)=C(O)C1
    18, -3
13. COc1ccc(S(=O)(=O)N2CCCCCC2)cc1NC(=O)c1ccccc1F
    -27, -4
14. CCS(=O)(=O)Nc1cccc(C2=NN(C(C)=O)C(c3cccs3)C2)c1 (stereo not given)
    -11, 0
15. CCn1c(COc2ccc3c(c2)OCO3)nnc1SCC(=O)O
    -10, 1
16. Nn1c(Cc2cccc3ccccc23)nnc1SCc1c(Cl)cccc1Cl
    -2, 5
17. CCOC(=O)C1(CC2CCCCO2)CCN(C(=O)Nc2ccc(C(=O)OC)cc2)CC1 (stereo not given)
    -5, -3
18. CC(=O)Nc1ccc(S(=O)(=O)O)c(OC(C)=O)c1
    -5, 6
19. CN(C)CCCN(C(=O)c1cc2cc([N+](=O)[O-])ccc2s1)c1nc2cc3c(cc2s1)OCCO3
    45, -13
20. Cn1c(SCC(=O)NCC2CCCO2)ncc(C(=O)Nc2ccc(Cl)cc2)c1=O (stereo not given)
    4, 21

Screen by screen, as entered above.
TAG inh, compounds 12 to 16 → 18, -27, -11, -10, -2
TAG inh DAPI viability, compounds 12 to 16 → -3, -4, 0, 1, 5

Remaining list, next part
Each structure is followed by: TAG inh, TAG inh DAPI viability
21. COc1cccc(-c2csc(N3CCN(C(=O)Nc4ccc(Cl)cc4)CC3)n2)c1
    -5, 5
22. COc1ccccc1/C=C/CN1CCCC(CCC(=O)NCc2ccc(F)c(F)c2)C1 (stereo not given)
    -9, 38
23. CCOC(=O)C1(Cc2cccc(Cl)c2)CCCN(C(=O)C2CC2)C1 (stereo not given)
    2, -32
24. COc1cc(OC)cc(C(=O)NCC(=O)N2CC=C(c3ccccc3)CC2)c1
    15, -8
25. COCc1cc(S(=O)c2ccc(Cl)cc2)nc(C)n1 (stereo not given)
    35, -11
26. C=CCNC(=O)COc1ccc(S(=O)(=O)N2CCCC2)cc1
    8, -13
27. COc1ccc([C@H]2[C@H](C(=O)C(C)(C)C)N3N=Cc4ccccc4C3[C@]23N=C(c2ccccc2)OC3=O)cc1OC (stereo not given in full)
    17, -6
28. CCN(CC)c1ccc(NC(=O)COc2ccccc2C#N)cc1S(=O)(=O)Nc1ccccc1OC
    -40, 6
29. COc1ccc(Cl)cc1N(CC(=O)N1CCCCC1)S(C)(=O)=O
    -1, -6
30. COc1cccc(C2/C(=C(/O)c3ccc4c(c3)CC(C)O4)C(=O)C(=O)N2CC2CCCO2)c1 (stereo not given)
    4, 1
31. N#CCCn1cc(CNCc2ccccc2)c(-c2cccc([N+](=O)[O-])c2)n1
    -3, 2
32. CSc1ccc(Cn2c(C)c(C(=O)NCc3ccc(Cl)c(Cl)c3)sc2=O)cc1
    -6, -11
33. Cc1c(C(=O)Nc2ccc(F)cc2)oc2ccc(S(=O)(=O)N3CCCC3)cc12
    -11, -10
34. CN1CCCC(OC(=O)c2ccc(Cl)cc2)C1 (stereo not given)
    2, 5
35. O=C(CSc1nc2ccccc2c(=O)n1CCCN1CCOCC1)Nc1ccccc1OC(F)F
    13, -2
36. CC1(C(=O)Nc2ccccc2Br)CCN1C(=O)CC1CC1 (stereo not given)
    -9, 9
37. CC(C)(C)NC(=O)N1CCCN(c2ccc(C(F)(F)F)cn2)CC1
    -5, -6
38. O=C(Cn1c(=O)n(Cc2ccc3c(c2)OCO3)c(=O)c2ccccc21)N1CCCc2ccccc21
    2, 0
39. CN1/C(=C\C(=O)c2cccs2)Sc2ccccc21
    10, -3
40. Cn1cnc2c1c(=O)n(CC(O)CO)c(=O)n2C (stereo not given)
    7, -1

Laid out differently: 22 of the compounds above.
18	CC(=O)Nc1ccc(S(=O)(=O)O)c(OC(C)=O)c1
19	CN(C)CCCN(C(=O)c1cc2cc([N+](=O)[O-])ccc2s1)c1nc2cc3c(cc2s1)OCCO3
20	Cn1c(SCC(=O)NCC2CCCO2)ncc(C(=O)Nc2ccc(Cl)cc2)c1=O (stereo not given)
21	COc1cccc(-c2csc(N3CCN(C(=O)Nc4ccc(Cl)cc4)CC3)n2)c1
22	COc1ccccc1/C=C/CN1CCCC(CCC(=O)NCc2ccc(F)c(F)c2)C1 (stereo not given)
23	CCOC(=O)C1(Cc2cccc(Cl)c2)CCCN(C(=O)C2CC2)C1 (stereo not given)
24	COc1cc(OC)cc(C(=O)NCC(=O)N2CC=C(c3ccccc3)CC2)c1
25	COCc1cc(S(=O)c2ccc(Cl)cc2)nc(C)n1 (stereo not given)

| entry no. | 18 | 19 | 20 | 21 | 22 | 23 | 24 | 25 |
| --- | --- | --- | --- | --- | --- | --- | --- | --- |
| TAG inh | -5 | 45 | 4 | -5 | -9 | 2 | 15 | 35 |
| TAG inh DAPI viability | 6 | -13 | 21 | 5 | 38 | -32 | -8 | -11 |

26	C=CCNC(=O)COc1ccc(S(=O)(=O)N2CCCC2)cc1
27	COc1ccc([C@H]2[C@H](C(=O)C(C)(C)C)N3N=Cc4ccccc4C3[C@]23N=C(c2ccccc2)OC3=O)cc1OC (stereo not given in full)
28	CCN(CC)c1ccc(NC(=O)COc2ccccc2C#N)cc1S(=O)(=O)Nc1ccccc1OC
29	COc1ccc(Cl)cc1N(CC(=O)N1CCCCC1)S(C)(=O)=O
30	COc1cccc(C2/C(=C(/O)c3ccc4c(c3)CC(C)O4)C(=O)C(=O)N2CC2CCCO2)c1 (stereo not given)
31	N#CCCn1cc(CNCc2ccccc2)c(-c2cccc([N+](=O)[O-])c2)n1
32	CSc1ccc(Cn2c(C)c(C(=O)NCc3ccc(Cl)c(Cl)c3)sc2=O)cc1
33	Cc1c(C(=O)Nc2ccc(F)cc2)oc2ccc(S(=O)(=O)N3CCCC3)cc12

| entry no. | 26 | 27 | 28 | 29 | 30 | 31 | 32 | 33 |
| --- | --- | --- | --- | --- | --- | --- | --- | --- |
| TAG inh | 8 | 17 | -40 | -1 | 4 | -3 | -6 | -11 |
| TAG inh DAPI viability | -13 | -6 | 6 | -6 | 1 | 2 | -11 | -10 |

34	CN1CCCC(OC(=O)c2ccc(Cl)cc2)C1 (stereo not given)
35	O=C(CSc1nc2ccccc2c(=O)n1CCCN1CCOCC1)Nc1ccccc1OC(F)F
36	CC1(C(=O)Nc2ccccc2Br)CCN1C(=O)CC1CC1 (stereo not given)
37	CC(C)(C)NC(=O)N1CCCN(c2ccc(C(F)(F)F)cn2)CC1
38	O=C(Cn1c(=O)n(Cc2ccc3c(c2)OCO3)c(=O)c2ccccc21)N1CCCc2ccccc21
39	CN1/C(=C\C(=O)c2cccs2)Sc2ccccc21

| entry no. | 34 | 35 | 36 | 37 | 38 | 39 |
| --- | --- | --- | --- | --- | --- | --- |
| TAG inh | 2 | 13 | -9 | -5 | 2 | 10 |
| TAG inh DAPI viability | 5 | -2 | 9 | -6 | 0 | -3 |

The list continues.
Each structure is followed by: TAG inh, TAG inh DAPI viability
41. COc1cccc(/C=C2\Oc3cc(OC(=O)N4CCOCC4)ccc3C2=O)c1
    -13, 2
42. CC(=O)OCC(OC(C)=O)C(OC(C)=O)C(OC(C)=O)C(=O)Nc1ccccc1 (stereo not given)
    7, -1
43. NC(=O)[C@@H]1CCCN1C(=O)[C@@H](Cc1cnc[nH]1)NC(=O)[C@@H]1CCC(=O)N1
    -9, -4
44. Cc1cccc(N(Cc2ccccc2)C(=O)c2ccc(S(C)(=O)=O)cc2)c1
    -5, 2
45. CN1CCN(c2ccc(-c3cc(NC=O)c4ncc(-c5ccc(F)c(Cl)c5)n4c3)cc2)CC1
    22, 8
46. CN(Cc1ccc(F)cc1)C(=O)c1sccc1-c1ccccc1
    -26, 4
47. Cc1ccc(NC(=O)CN2C(=O)NC(C)(C3CC3)C2=O)c(C)c1 (stereo not given)
    -3, 26
48. CCCCCC(=O)N1C[C@@H](n2cc(C3CC3)nn2)[C@H](O)C[C@@H]1c1ccc(Cl)cc1
    7, -3
49. Nc1ncnc2c(C3OC(CO)C(O)C3O)c[nH]c12 (stereo not given)
    131, -85
50. Nc1ccccc1C(=O)NC1CCCNC1=O (stereo not given)
    8, -5
51. O=C(Cc1nc2ccccc2[nH]1)c1cccc([N+](=O)[O-])c1
    6, 6
52. Cn1c(-c2cccc([N+](=O)[O-])c2)cnc1NCc1ccc(C#N)cc1
    -7, 2
53. CCOC(=O)c1[nH]c2ccccc2c1NC(=O)C(C)(C)C
    -2, 3
54. CC(C)N(C(=O)Cn1cc(SCC(N)=O)c2ccccc21)C(C)C
    -5, -6
55. COc1ccc(S(=O)(=O)N2CCNC(=O)C2)cc1Br
    -9, 2
56. O=C(CSc1ccc(S(=O)(=O)N2CCOCC2)cn1)Nc1ccc(OC(F)F)cc1
    -4, -6
57. O=C(OCC(=O)c1ccc(Cl)s1)c1ccc(CO)cc1
    -4, 3
58. COc1ccc(OCc2nnc(SCC(=O)N3CCOCC3)o2)cc1
    -5, 5
59. CCN(CC(=O)Nc1ccccc1C(F)(F)F)C(=O)CN1C(=O)NC2(CCCCC2)C1=O
    -2, 6
60. Cc1ccc(NC(=O)c2ccc(Cl)c(S(=O)(=O)NCc3ccco3)c2)c(O)c1
    -1, -3

Profiles, looked up by structure:
Cn1c(=O)[nH]c(=O)c2c1nc(NCc1ccccc1)n2CCCc1ccccc1 is listed as TAG inh = 14; TAG inh DAPI viability = -5
CCn1c(COc2ccc3c(c2)OCO3)nnc1SCC(=O)O is listed as TAG inh = -10; TAG inh DAPI viability = 1

Going on with the list:
Each structure is followed by: TAG inh, TAG inh DAPI viability
61. CCOc1ccc(S(=O)(=O)NCCC(=O)N(CC)CC(=O)Nc2c(F)cccc2F)cc1
    -17, 3
62. CN(C)CCCN(C(=O)c1ccc(C(=O)c2ccccc2)cc1)c1nc2cc3c(cc2s1)OCCO3
    15, 6
63. CCNC(=O)CCn1nc(-c2ccc(Cl)cc2)c2ccccc2c1=O
    0, 6
64. O=C(O)CC1c2ccccc2CCN1S(=O)(=O)c1cccs1 (stereo not given)
    6, -8
65. O=C(CC1C(=O)NCCN1C/C=C/c1ccccc1)NCCc1ccncc1 (stereo not given)
    4, -9
